CHT inh – inhibits the human high affinity choline transporter | CHT-expressing cells, membrane potential dye, choline response; hits give low values | B-score at 10 µM | 0.86% of 310,000 active | AID 488975;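 active = B-score over 3 SD under the library average, and starting fluorescence ratio not unusually high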;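 also: choline stimulus applied at its EC90 after an EC20 pre-addition; B-score computed on integrated fluorescence ratio after choline addition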
Target sequence (Q9GZV3 whole entry, looked up): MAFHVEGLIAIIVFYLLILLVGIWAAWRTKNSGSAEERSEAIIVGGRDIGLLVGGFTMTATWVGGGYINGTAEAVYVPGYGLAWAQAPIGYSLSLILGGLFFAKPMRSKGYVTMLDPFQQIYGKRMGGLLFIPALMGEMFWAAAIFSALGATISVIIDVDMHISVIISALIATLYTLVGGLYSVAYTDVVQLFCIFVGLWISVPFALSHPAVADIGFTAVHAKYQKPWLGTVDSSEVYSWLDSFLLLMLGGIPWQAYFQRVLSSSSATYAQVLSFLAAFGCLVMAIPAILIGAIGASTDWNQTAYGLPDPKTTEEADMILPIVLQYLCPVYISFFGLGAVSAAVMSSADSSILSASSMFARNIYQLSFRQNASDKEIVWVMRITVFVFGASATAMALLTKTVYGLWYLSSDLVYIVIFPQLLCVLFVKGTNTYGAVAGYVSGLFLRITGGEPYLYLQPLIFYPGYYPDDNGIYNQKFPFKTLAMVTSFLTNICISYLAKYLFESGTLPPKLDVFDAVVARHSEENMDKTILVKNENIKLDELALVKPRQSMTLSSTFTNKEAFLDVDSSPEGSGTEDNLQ
Calls only; i = inactive.

SMILES	CHT inh
O=c1cc(NS(=O)(=O)c2ccccc2)nc(SCc2ccc(Cl)cc2)[nH]1	i
COc1ccc(CN(C(=O)c2oc3ccccc3c2C)C2CCS(=O)(=O)C2)cc1OC (centres undefined)	i
CC(C)(C)C(=O)[C@@H]1[C@@H]2C(=O)N(C3CCCCC3)C(=O)[C@@H]2[C@H]2c3ccccc3C=CN12	i
Cc1noc(/C=C/N(C)C)c1S(=O)(=O)N1CCCC(C(=O)N2CCc3ccccc32)C1 (centres undefined)	i
O=C1NC2=C(CCc3ccccc32)C(c2ccc(Br)cc2)N1 (centres undefined)	i
Cc1cc(O)c2c(-c3ccccc3)cc(=O)oc2c1	i
Cc1cccc(-n2c(N)cc(=O)[nH]c2=S)c1C	i
COc1ccc(CNC(=O)Cn2c(=O)oc3ccccc32)cc1OC	i
COCCN1C(=O)N[C@@H](c2ccccc2)C(C(=O)OC)=C1C	i
Nc1nc(N)nc(-c2cc(C(F)(F)F)ccc2Cl)n1	i
CCOC(=O)c1c(C)oc2c1c(C(c1ccncc1)N1CCOCC1)c(O)c1ccccc12 (centres undefined)	i
COC(=O)[C@@]1(Cc2ccc(OC)cc2)[C@@H]2C(=CC(=O)[C@H]2CC(=O)C(=O)N2CCCC2)CN1C(=O)c1ccccc1	i
CCOC(=O)CC(=O)CSc1nc2ccc(C)cc2cc1C#N	i
Cc1cc(C(=O)NN=C2CCCCC2)c2ccccc2n1	i
Cc1cccc(CCN2C(Nc3ccccc3)=NC[C@@H]2C)c1	i
CCOc1ccc(NC(=O)/C(C#N)=C/c2ccc(N3CCCC3)c(C)c2)cc1	i
O=C(NN=C1CCCC1)C(=O)Nc1cccc(C(F)(F)F)c1	i
CC(C)N=c1scc(-c2ccco2)n1/N=C/c1ccc(O)c(O)c1	i
COc1ccccc1-n1c(CNC(=O)c2ccccc2)nnc1SCC(=O)Nc1nnc(C)s1	i
Cc1nnc(SCC(=O)NC(=O)NC2CCCC2)n1N	i
COc1ccc(CCC(N)=O)cc1OC	i
C#CCOCCOCCOCCNc1nc(N2CCN(C(=O)CCCCCCCCCCNC(=O)[C@@H](CCC(=O)O)n3cc(CCCCCN)nn3)CC2)nc(N2CCN(C(=O)CCCCCCCCCCNC(=O)[C@H](CO)n3cc(CCCSC)nn3)CC2)n1	i
C[C@@H](C(=O)Nc1ccc2ccccc2c1)[C@@H]1C[C@@]1(C)[C@@H](NC(=O)c1cnccn1)c1ccccc1	i
C=C(C)COc1ccc2c(C)c(CC(=O)OC)c(=O)oc2c1C	i
O=C(NCCc1ccccc1)c1ccc(-c2ccccc2C(F)(F)F)o1	i
CC1(C)O[C@@H]2C[C@H]3[C@@H]4C[C@H](F)C5=CC(=O)C=C[C@]5(C)[C@H]4[C@@H](O)C[C@]3(C)[C@]2(C(=O)CO)O1	i
Cc1nc(-c2ccccc2)sc1C1(C)CC(c2ccc(OC(F)(F)F)cc2)=NO1 (centres undefined)	i
O=c1/c(=C\c2cc([N+](=O)[O-])cc([N+](=O)[O-])c2O)sc2nc3ccccc3n12	i
CCOC(=O)CN1C(=O)N[C@@H](c2ccccc2)C(C(C)=O)=C1C	i
CCC(C)CCN1C(N(C)C)=NC[C@@H]1Cc1ccccc1 (some centres undefined)	i
COc1ccc(C)cc1-n1nnnc1SCC(=O)NC(=O)NCc1ccco1	i
O=C(O)C1Nc2c(O)cccc2C2C=CCC12 (centres undefined)	i
COc1ccccc1CNC(=O)c1cc(-c2ccccc2)n(Cc2cc(C)no2)n1	i
O=C(Cn1cnc2c(nnn2Cc2ccc(Cl)cc2)c1=O)N1CCN(c2ccccc2)CC1	i
COc1ccc(N(CC(=O)N2CC=C(c3ccccc3)CC2)S(=O)(=O)c2c(C)noc2C)cc1	i
Cc1ccc2nc(/C(C#N)=C/c3ccc(-c4cccc([N+](=O)[O-])c4)o3)[nH]c2c1	i
O=C1CC(C(=O)Nc2ccc(C(=O)N3CCOCC3)cc2)C2(CCCCC2)O1 (centres undefined)	i
COc1ccc(NC(=O)C2CCN(c3cc(-c4ccccc4)nc4ncnn34)CC2)cc1OC	i
O=C(O)CCn1cc(-c2ccc(F)cc2)nc1-c1ccncc1	i
CCC(C)CCN1CCN=C1Nc1ccccc1 (centres undefined)	i
Cc1c(NC(=O)CSc2nc3ccc(Cl)cc3[nH]2)c(=O)n(-c2ccccc2)n1C	i
C#CCOCCOCCOCCNc1nc(N2CCN(C(=O)CCCCCCCCCCNC(=O)[C@@H](CCC(=O)O)n3cc(CCCCCN)nn3)CC2)nc(N2CCN(C(=O)CCCCCCCCCCNC(=O)[C@H](CO)n3cc(CCCCCN)nn3)CC2)n1	i
O=c1cc(-c2ccc(O)cc2)oc2c(C3O[C@H](CO)[C@@H](O)[C@H](O)[C@H]3O)c(O)cc(O)c12 (some centres undefined)	i
Cc1ccc(-c2csc(NC(=O)Cn3cnc4c3c(=O)n(C)c(=O)n4C)n2)cc1C	i
N=c1ccn(Cc2cccc(Cl)c2)cc1	i
Cc1ccc(NS(=O)(=O)c2ccc3c(c2)C(=O)c2ccccc2C3=O)c(C)c1	i
NCCNC(=O)Cc1ccc(NC(=O)Cc2ccc(Nc3ncnc4c3ncn4[C@@H]3O[C@H](CO)[C@@H](O)[C@H]3O)cc2)cc1	i
c1ccc(C2=Nn3c(nnc3-c3cc(-c4ccccc4)n[nH]3)SC2)cc1	i
Cn1c(Cl)c(C(=O)Nc2ccc(Cl)cc2)c2ccccc21	i
Cc1ccc[n+](-c2nc([O-])sc2C=O)c1	i
Remaining list, next part:
SMILES	CHT inh
CCOc1ccccc1-c1nnc(SCC(=O)Nc2ccccc2)o1	i
COc1ccc(N=c2oc3c(OC)cccc3cc2C(=O)NCc2ccco2)cc1OC	i
CCCC(C)C(=O)NCc1ccc2c(c1)OCO2 (centres undefined)	i
CC(C)(C)OC(=O)NCCCCCc1cn(CC(=O)NCCCCCCCCCCC(=O)N2CCN(C(=O)OC(C)(C)C)CC2)nn1	i
CCOC(=O)CSc1nnc(CNC(=O)c2ccc(OC)cc2)n1Cc1ccccc1	i
COc1ccc(C(=O)Nc2ccc3c(c2)OCCO3)cc1	i
COc1cc(NC(=O)C2CCCN2S(=O)(=O)c2ccc3c(c2)CCC(=O)N3)cc(OC)c1 (centres undefined)	i
C#CCOCCOCCOCCNc1nc(N2CCN(C(=O)CCCCCCCCCCNC(=O)[C@H](CCCCN)n3cc(C[C@@H](C)CC)nn3)CC2)nc(N2CCN(C(=O)CCCCCCCCCCNC(=O)[C@H](CCCCN)n3cc(C[C@@H](C)CC)nn3)CC2)n1	i
CCCCNC(=O)C(Cc1ccccc1)NS(=O)(=O)c1ccc2c(c1)c(=O)n(C)c(=O)n2C (centres undefined)	i
CCC(C)(C)C1CCc2[nH]nc(C(=O)NCCCNC(=O)OC(C)(C)C)c2C1 (centres undefined)	i
O=S(=O)(c1ccccc1)c1nc(-c2ccco2)oc1N1CCCCCC1	i
Cc1cc(OCC(=O)O/N=C(\N)c2ccccc2)ccc1Cl	i
CCCCCCN(CCCCCC)C(=O)Cc1c(-c2ccc(F)cc2)[nH]c2ccccc12	i
Cc1cc(C)n(-c2nc3sc4c(c3c3nnc(SC(C)C)n23)CC(C)(C)OC4)n1	i
NC(=O)CC[C@@H]1NC(=O)[C@@H]2CCCN2C(=O)c2cc([N+](=O)[O-])cc(I)c2NCCC[C@@H](C(N)=O)NC1=O	i
O=C(NC1CCCC1)c1ccc2nc(-c3ccco3)c(-c3ccco3)nc2c1	i
Cn1c(=O)c2cc(S(=O)(=O)NC(C(=O)N3CCCCCC3)c3ccccc3)ccc2n(C)c1=O (centres undefined)	i
CC[C@H](C)[C@@H]1NC(=O)c2cc([N+](=O)[O-])cc(F)c2NCCCC[C@@H](C(N)=O)NC(=O)[C@H](CC(N)=O)NC1=O	i
CCS(=O)(=O)N1CCCC(C(=O)NCCCN2CCCC2=O)C1 (centres undefined)	i
COc1ccc(-n2nnnc2S(=O)(=O)CC(=O)N2CCCCC2)cc1	i

Part of the list above in order of molecular weight, high to low.
SMILES	CHT inh
C#CCOCCOCCOCCNc1nc(N2CCN(C(=O)CCCCCCCCCCNC(=O)[C@H](CCCCN)n3cc(C[C@@H](C)CC)nn3)CC2)nc(N2CCN(C(=O)CCCCCCCCCCNC(=O)[C@H](CCCCN)n3cc(C[C@@H](C)CC)nn3)CC2)n1	i
CC(C)(C)OC(=O)NCCCCCc1cn(CC(=O)NCCCCCCCCCCC(=O)N2CCN(C(=O)OC(C)(C)C)CC2)nn1	i
NC(=O)CC[C@@H]1NC(=O)[C@@H]2CCCN2C(=O)c2cc([N+](=O)[O-])cc(I)c2NCCC[C@@H](C(N)=O)NC1=O	i
CC[C@H](C)[C@@H]1NC(=O)c2cc([N+](=O)[O-])cc(F)c2NCCCC[C@@H](C(N)=O)NC(=O)[C@H](CC(N)=O)NC1=O	i
Cn1c(=O)c2cc(S(=O)(=O)NC(C(=O)N3CCCCCC3)c3ccccc3)ccc2n(C)c1=O (centres undefined)	i
CCCCNC(=O)C(Cc1ccccc1)NS(=O)(=O)c1ccc2c(c1)c(=O)n(C)c(=O)n2C (centres undefined)	i
COc1cc(NC(=O)C2CCCN2S(=O)(=O)c2ccc3c(c2)CCC(=O)N3)cc(OC)c1 (centres undefined)	i
CCCCCCN(CCCCCC)C(=O)Cc1c(-c2ccc(F)cc2)[nH]c2ccccc12	i
CCC(C)(C)C1CCc2[nH]nc(C(=O)NCCCNC(=O)OC(C)(C)C)c2C1 (centres undefined)	i
O=S(=O)(c1ccccc1)c1nc(-c2ccco2)oc1N1CCCCCC1	i
COc1ccc(-n2nnnc2S(=O)(=O)CC(=O)N2CCCCC2)cc1	i
CCS(=O)(=O)N1CCCC(C(=O)NCCCN2CCCC2=O)C1 (centres undefined)	i
Cc1cc(OCC(=O)O/N=C(\N)c2ccccc2)ccc1Cl	i
COc1ccc(C(=O)Nc2ccc3c(c2)OCCO3)cc1	i

(listing goes on)
SMILES	CHT inh
COc1ccc(N(CN2C(=O)C3C4C=CC(C4)C3C2=O)C(=O)c2ccco2)cc1 (centres undefined)	i
COC(=O)[C@@H](N)Cc1ccc(O)c(O)c1	i
CCOc1ccccc1Oc1c(C)oc2c(CN3CCN(C)CC3)c(O)ccc2c1=O	i
COc1ccc(CNC2CCCCC2C)c(OC)c1 (centres undefined)	i
Cn1c2c(c(=O)n(C)c1=O)C(NC(=O)c1cccs1)(C(F)(F)F)C(=O)N2 (centres undefined)	i
CC(=O)C1=C(O)C(=O)N(CCCCCC(=O)O)C1c1ccc(N(C)C)cc1 (centres undefined)	i
COc1ccc(C2=NC(=O)/C(=C\c3cc(OC)c(OC)c(OC)c3)O2)cc1	i
Nc1nc(=S)c2[nH]cnc2[nH]1	i
CCNC(=O)N1CCN(CCCC(c2ccc(F)cc2)c2ccc(F)cc2)CC1	i
Cn1ncc2c(=O)n(CC(=O)NC34CC5CC(CC(C5)C3)C4)cnc21	i
Cc1c(Cl)cccc1NS(=O)(=O)c1ccc2c(c1)C1C=CCC1C(c1ccc(C(=O)O)cc1)N2 (centres undefined)	i
N#CCCn1cc(/C=N/O)c(-c2ccccc2)n1	i
C=CCSc1n[nH]c2nc3c(c(=O)n12)C1(CCCC1)Cc1ccccc1-3	i
O=C1CN(c2nnnn2-c2ccccc2)CCN1	i
OCC[C@H]1C[C@H](O)[C@@H](O)[C@]2(Cc3ccccc3CCO2)O1	i
COc1ccc(S(=O)(=O)N2CCN(c3ncnc4c(-c5ccccc5)nsc34)CC2)cc1	i
Cc1ccc(C)c(N2CCN(C(=O)C3CCCN(S(=O)(=O)c4c(C)noc4C)C3)CC2)c1 (centres undefined)	i
Cc1c(NC(C)C)c(=O)n(-c2ccccc2)n1C	i
CC(C)n1c(-c2ccc(N(C)C)cc2)nc2ccccc21	i
COc1ccc(CCNc2oc(COc3ccc(F)cc3)nc2C#N)cc1	i
Cc1ccccc1-c1coc2cc(O)ccc2c1=O	i
Cc1ccccc1Cn1ccc(NC(=O)c2nc3ncccn3n2)n1	i
COc1cc(/C=N/Nc2cccc(C)c2)ccc1OC(=O)c1cccs1	i
C=CCn1c(-c2cccs2)nc2ccccc21	i
O=C(CSc1nnc(Cn2c(=O)sc3ccccc32)n1-c1ccccc1)NCc1ccco1	i
COc1ccccc1Nc1nc(-c2c(C)[nH]c3ccccc23)cs1	i
CCn1cc(S(=O)(=O)CC(=O)Nc2ccc3c(c2)OCCO3)c2ccccc21	i
C#CCOCCOCCOCCNc1nc(N2CCN(C(=O)CCCCCCCCCCNC(=O)[C@H](CO)n3cc(CCCSC)nn3)CC2)nc(N2CCN(C(=O)CCCCCCCCCCNC(=O)[C@H](CCCCN)n3cc(C[C@@H](C)CC)nn3)CC2)n1	i
COc1ccccc1N1CCN(C(=O)C2CCN(S(=O)(=O)c3ccc(Cl)cc3)CC2)CC1	i
COc1ccc(CC(=O)Nc2ccc(-c3noc(-c4cc(OC)c(OC)c(OC)c4)n3)cc2)cc1	i
NC(=O)C1(N2CCCCC2)CCN(C(=O)CCCn2c(=O)[nH]c3ccsc3c2=O)CC1	i
C#CCOCCOCCOCCNc1nc(N2CCN(C(=O)CCCCCCCCCCNC(=O)[C@@H](CCSC)n3cc(CCO)nn3)CC2)nc(N2CCN(C(=O)CCCCCCCCCCNC(=O)[C@H](CO)n3cc(CCCCCN)nn3)CC2)n1	i
O=C1NC(=O)C(CC(=O)N(Cc2ccco2)C2(C(=O)NC3CCCCC3)CCCCC2)N1 (centres undefined)	i
CCOC(=O)[C@H]1[C@H]2COc3ccccc3[C@@H]2N2C(=O)c3cc(C)ccc3NC(=O)[C@@]12C	i
Cc1ccc(-c2nc(N/N=C/c3ccncc3)c3ccccc3n2)cc1	i
Oc1ccc(C2N=C(c3ccccc3)NC(c3ccccc3)=N2)cc1	i
Cc1ccc(C(=O)c2ccc(O)cc2)cc1C	i
C=CCn1c(SCC(=O)Nc2nc(C)cs2)nnc1C(CO)NC(=O)c1ccccc1 (centres undefined)	i
C=C/C(C)=C/C[C@H]1C(=C)CCC2[C@](C)(C(=O)O)CCC[C@@]21C (some centres undefined)	i
CCc1ccc([C@@H]2CC=C(C(=O)O)CN2S(=O)(=O)c2ccc(C)cc2)cc1	i
CN(C)C1=NCCN1CCCC1CCCCC1	i
C=CCOCCn1[nH]c2ccccc2c1=O	i
O=C(C1=NN(c2ccccc2)C2C(=O)N(c3ccc(Cl)cc3)C(=O)C12)c1ccccc1 (centres undefined)	i
OCc1c[nH]c2ccccc12	i
O=c1/c(=C/c2ccccn2)sc2nc3ccccc3n12	i

Some of the compounds tested, so the mix of outcomes need not match the whole.
